Glioma ERSR ind: inducers of ER stress response in human glioma cells; U87-MG GRP78 promoter luciferase reporter, 16 h; Potency, µM, for the others: at the highest dose activation, most hits filed as activators; 420,000 compounds, 0.02% hits; note: potency is the fitted concentration of half-maximal effect; series mostly up to about 76 µM; % of control where 0% means no effect; nearly all actives have a fitted effect of over 35% in size
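Stably transfected U87-MG glioma cells carrying a GRP78-based luciferase sensor; 16 h compound incubation. Luminescence end-point read 10 min after Bright-Glo addition at room temperature.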
Vif-APOBEC3F blk: Vif-A3F binding inhibition; HeLa A3F-eYFP + Vif (tagged APOBEC3F with the HIV-1 protein that degrades it), YFP fluorescence increase; AID 602313; Potency, µM (series often up to 46.1 µM), inactives show at the top dose activity, negative = active; 390,000 compounds, 0.2% hits; note: potency is the fitted concentration of half-maximal effect; % of control where 0% means no effect; nearly all actives have a fitted effect of over 65% in size
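Fluorescence increase (Ex 488/Em 500-530) after overnight compound treatment at 37 deg C flags inhibition of Vif-driven A3F-eYFP loss in stable HeLa A3F-eYFP/Vif cells seeded overnight beforehand.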
TrxR1 substrate: substrates of rat thioredoxin reductase 1 | O89049 | 390,000 compounds, 0.01% hits | purified TrxR1 substrate turnover, NADPH consumption readout | AID 588456 | Potency, µM (highest dose often 114 µM), for inactives: top-dose activity change, negative = substrate turnover; note: potency is the fitted concentration of half-maximal effect; % is set by controls: 0 for no effect and ±100 for the full control effect; nearly all actives have a fitted effect of over 50% in size
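Rat TrxR1, dispensed at 90 nM, was prereduced with 400 uM NADPH (final) for 5 min at ~22 deg C, then incubated with compound 15 min before 400 uM selenite. A first-read NADPH fluorescence drop versus no-compound background flagged substrates.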
Vif-APOBEC3G blk: Vif-A3G binding inhibition; Q9HC16; Potency, µM (highest dose often 46.1 µM), for the others: at the top dose activity, negative = active, usual class: inhibitors; AID 602310; 410,000 compounds, 0.076% hits; HeLa A3G-eYFP + Vif (tagged APOBEC3G with the HIV-1 protein that degrades it), YFP fluorescence, overnight;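 note: potency is the fitted concentration of half-maximal effect; % is set by controls: 0 for no effect and ±100 for the full control effect; nearly all actives have a fitted effect of over 60% in size; hits raise eYFP signal because A3G escapes Vif-driven loss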
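Read-out is eYFP fluorescence (Ex 488/Em 500-530) from Vif-expressing HeLa A3G-eYFP cells; more signal means A3G escaped Vif-mediated degradation. Cells plated overnight, compound pinned in, incubated overnight at 37 deg C.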
USP1 inh: blocks the human USP1/UAF1 deubiquitinase complex | recombinant USP1/UAF1, Ub-Rhodamine cleavage fluorescence | Potency, µM (highest dose often 57.1 µM), without a hit: at the highest dose activity change, negative = inhibition, actives largely listed as inhibitors | 390,000 compounds, 0.23% hits | AID 743255; note: potency is the fitted concentration of half-maximal effect; % is set by controls: 0 for no effect and ±100 for the full control effect; nearly all actives have a fitted effect of over 60% in size; inactives centre near -12
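1 nM enzyme complex + cpd, 15 min RT; start with Ub-Rho 150nM final; kinetic fluorescence ex 480/em 540, 6 reads q60 s. Buffer 50mM HEPES pH 7.8, 0.5mM EDTA, 0.1 mg/ml BSA, 1mM TCEP, 0.01% Tween-20.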
RXFP1 ag: activates the human relaxin receptor RXFP1; Q9HBX9; HEK293T-RXFP1 cAMP TR-FRET, 30 min; response scale: percent of porcine relaxin response, buffer zero; Potency, µM (highest dose often 57.5 µM), for the others: top-dose activation, actives largely listed as activators; 370,000 compounds, 0.3% hits; AID 2676; note: potency is the fitted concentration of half-maximal effect; % is set by controls: 0 for no effect and ±100 for the full control effect; nearly all actives have a fitted effect of over 60% in size; many of its hits are not listed in these tables
Target sequence (Q9HBX9 whole entry, looked up): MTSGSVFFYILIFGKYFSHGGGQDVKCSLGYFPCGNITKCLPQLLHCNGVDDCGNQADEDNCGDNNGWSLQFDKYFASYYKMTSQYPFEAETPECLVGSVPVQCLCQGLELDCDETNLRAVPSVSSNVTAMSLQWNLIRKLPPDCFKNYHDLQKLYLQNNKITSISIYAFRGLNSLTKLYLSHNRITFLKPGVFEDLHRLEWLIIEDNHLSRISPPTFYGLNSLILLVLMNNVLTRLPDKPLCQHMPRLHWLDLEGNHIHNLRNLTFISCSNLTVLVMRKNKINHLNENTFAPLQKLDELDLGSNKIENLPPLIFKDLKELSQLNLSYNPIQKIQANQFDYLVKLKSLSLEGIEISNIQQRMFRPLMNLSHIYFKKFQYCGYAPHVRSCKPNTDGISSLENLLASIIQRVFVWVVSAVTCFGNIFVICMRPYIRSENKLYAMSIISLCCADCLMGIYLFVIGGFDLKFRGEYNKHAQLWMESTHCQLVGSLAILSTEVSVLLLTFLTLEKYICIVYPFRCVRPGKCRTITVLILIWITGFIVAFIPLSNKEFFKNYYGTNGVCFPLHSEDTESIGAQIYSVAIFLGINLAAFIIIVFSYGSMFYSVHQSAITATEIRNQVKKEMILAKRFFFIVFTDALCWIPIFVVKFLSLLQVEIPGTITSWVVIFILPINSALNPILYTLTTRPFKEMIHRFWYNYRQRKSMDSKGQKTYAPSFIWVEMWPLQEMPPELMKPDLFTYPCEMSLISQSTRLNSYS
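HEK293 cells stably expressing RXFP1, treated 30 min at 37C with compounds plus PDE4 inhibitor Ro 20174; cAMP measured by HTRF TR-FRET. Normalized to buffer and 29 nM porcine relaxin; EC50 by Hill fit.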
PI4K2A block: inhibitors of human PI4K2A. purified PI4K2A, ADP-Glo luminescence, 1 h; stronger effect = lower value. activity change, negative = inhibition, % at 76.9 µM. 420,000 compounds, 0.13% hits. AID 1346378; in the data active = activity change below about -50%; inconclusive = mostly about -30% to -49%;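 note: -100% = wells without enzyme as full effect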
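ADP-Glo luminescence measured ADP generated by PI4K2A enzyme (4 ug/mL before mixing) with 1.2 mM PI substrate (pre-mix) and 300 microM ATP (pre-mix). Tris pH7.5 buffer with MgCl2, Triton X-100; 1 h reaction at ambient temperature.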
LDHA block: LDHA (human) enzyme inhibition. P00338. AID 1347041. purified LDHA, NADH/diaphorase-resazurin fluorescence; stronger effect = lower value. activity change, % (values are at about 110 or 230 µM). 480,000 compounds, 0.15% hits; in the data active = activity change below about -30%; inconclusive = mostly about -25% to -30%;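 note: plate controls were DMSO wells for no effect and wells without enzyme for full effect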
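LDH5 2 nM; NADH 0.06 mM, pyruvate 0.2 mM; 200 mM Tris pH 7.4, EDTA, Tween-20; 5 min RT. Detection: diaphorase 0.133 mg/mL + resazurin 37 µM, fluorescence ex540/em590 at 0 and 20 min; normalized to enzyme-free and DMSO wells.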
mIDH1 inhibitor: blocks human mutant IDH1 R132H enzyme; O75874; IDH1-R132H enzyme, NADPH consumption, diaphorase/resazurin fluorescence; Potency, µM (series often up to 76.6 µM), for inactives: at the highest dose activity change, negative = inhibition, hits mostly inhibitors; 390,000 compounds, 0.093% hits; note: potency is the fitted concentration of half-maximal effect; % is set by controls: 0 for no effect and ±100 for the full control effect; nearly all actives have a fitted effect of over 65% in size
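IDH1-R132H (0.5 ug/mL) preincubated 30 min with compound, then NADPH (0.016 mM) and alpha-KG (2 mM) added; 80 min at RT, pH 7.5. Remaining NADPH coupled via diaphorase/resazurin to fluorescence (540/590 nm); concentration-response curves normalized to no-enzyme control.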
An asterisk follows results filed as active; ? = inconclusive; . = no result given; & = joins results of further samples; [ ] = remark or other dose. Unless noted, calls come from the whole dose curve; as a rule, active = well fitted curve in the direction sought with a large enough effect; inconclusive = small, poorly fitted or top-dose-only effect, or another doubt; inactive = no such curve, though single readings can be large; an effect the other way counts as inactive or inconclusive. The list is partial; count on the stated rates, not on these rows.

structure	LDHA block	RXFP1 ag	PI4K2A block	Glioma ERSR ind	USP1 inh	Vif-APOBEC3F blk	TrxR1 substrate	Vif-APOBEC3G blk	mIDH1 inhibitor
O=C(CCl)Nc1ccc(S(=O)(=O)NC2=NCCCCC2)cc1	-8	.	-2	?	-12%	14%	-5%[11.4 µM]	?	3%
Cc1cc(C)nc(-n2nc(C)c3c2N(Cc2ccccc2F)C(=O)CC3c2ccc(Cl)cc2)n1 (stereo not drawn)	4	2.4%	0	-2%	1%	-9%	0%	-13%	8%
Cc1cc(C)c(C)c(S(=O)(=O)NCC(=O)O)c1C	-5	0.5%	-4	-4%	-10%	-7%	-5%	0%	3%
CC(C)[C@@H](C(=O)O)N(Cc1cccc(CN([C@H](C(=O)O)C(C)C)S(C)(=O)=O)c1)S(C)(=O)=O	-12	-0.2%	2	-4%	7%	2%	2%	1%	-2%
Cc1cccc(NC(=O)c2ccco2)c1C	3	-0.5%	-1	1%	-18%	-4%	13%	3%	7%
O=[N+]([O-])c1cccc(-c2nnc(C3CC3)o2)c1	-9	-1.4%	1	-4%	-27%	8%	9%[57.1 µM]	-3%	-9%
Fc1ccc(-n2nnc(-c3cccnc3)n2)cc1	-10	-1.7%	-6	2%	14%	0%	-4%	2%	3%
C=CC[C@@H](CC(=O)N[C@@H](CO)Cc1ccccc1)C(=O)N[C@H](COC(=O)[C@H](CC=C)CC(=O)OC(C)(C)C)Cc1c[nH]c2ccccc12	0	.	0	-2%	-24%	1%	2%[57.1 µM]	-20%	5%
CCCCN(CC)CCNC(=O)Cn1cnc2sc(C)c(S(=O)(=O)N3CCC(C)CC3)c2c1=O	-6&-7	0.0%&-2.6%	1&0	-4%&-5%	-7%&-12%	2%&0%	1%&-1%	2%&3%	0%&4%
Cc1c2n(c3ccccc13)CCN(C)C2	0	1.2%	-1	-5%	-27%	-3%	16%	0%	-13%
Cc1ccc(Nc2c([N+](=O)[O-])c(=O)n(C)c3ccccc23)cc1C	-4	-1.3%	-1	-1%	-9%	-24%	-5%	-11%	-1%
COc1ccc(C(c2sc3ncnn3c2O)N2CC(C)OC(C)C2)cc1OC (stereo not drawn)	-7	-0.1%	6	0%	13%	-6%	-4%[57.1 µM]	-24%	-2%

New compounds follow
structure	LDHA block	RXFP1 ag	PI4K2A block	Glioma ERSR ind	USP1 inh	Vif-APOBEC3F blk	TrxR1 substrate	Vif-APOBEC3G blk	mIDH1 inhibitor
CC(=O)NC12CC3CC(CC(CC(=O)O)(C3)C1)C2	-2	0.0%	1	-4%	-18%	-5%	8%	0%	8%
O=C(CN(C(=O)CCC(=O)Nc1ccccn1)c1ccc(F)cc1)NCc1ccco1	-6	-1.5%	0	-4%	-21%	-13%	-2%	2%	-4%
CCOC(=O)Cc1c(C)nc(N)[nH]c1=O	-13	-0.1%	-4	-3%	-32%	2%	11%[57.1 µM]	1%	8%
CCc1ccc(OCCCSc2nc(-c3ccc(C(C)(C)C)cc3)nc3cc(=O)[nH]n23)cc1	-4	0.9%	0	.	?	.	3%[57.1 µM]	.	.
COc1ccc(-n2sc3ccccc3c2=O)cc1	-18	.	-1	-11%	?	-10%	.	-12%	-6%
CCN(CC)C(=O)C1=C(C)N(CCCN2CCCC2=O)C(=O)C(CC(=O)NCCCN(C)C)C1 (stereo not drawn)	-2	.	1	-2%	-19%	0%	.	1%	2%
CC1=CCC2C(=O)N(c3cccc(C(=O)N(C)C4CCCCC4)c3)C(=O)C2C1 (stereo not drawn)	9	1.1%	-5	-5%	-11%	-2%	-4%	5%	9%
COc1cc(CN2CCNC(=O)C2CC(=O)NCCCN2CCOCC2)cc(OC)c1 (stereo not drawn)	1	-2.2%	-1	-2%	-26%	14%	7%	3%	-9%
O=c1[nH]c(=S)n2c(c1-c1ccccc1)OC(CBr)C2 (stereo not drawn)	0	.	-2	0%	-23%	1%	.	4%	-1%
CC(C)c1cc(CNC(=O)CCc2nnc(CCCc3ccccc3)o2)on1	2	0.0%	-2	0%	-12%	3%	-1%	0%	-2%
CC(C)(C)NC(=O)C(c1ccc(O)cc1)N(C(=O)CCC(=O)Nc1ccccn1)c1ccc(F)cc1 (stereo not drawn)	-7	0.3%	0	-4%	-16%	11%	-5%[57.1 µM]	2%	1%
COC(=O)c1c(C(=O)OC)c2ccccn2c1C(=O)c1ccc([N+](=O)[O-])cc1	-9	1.8%	-1	-3%	-3%	4%	8%[57.1 µM]	0%	2%

Next records.
structure	LDHA block	RXFP1 ag	PI4K2A block	Glioma ERSR ind	USP1 inh	Vif-APOBEC3F blk	TrxR1 substrate	Vif-APOBEC3G blk	mIDH1 inhibitor
COc1ccc(C2/C(=C(/O)c3ccc4c(c3)CC(C)O4)C(=O)C(=O)N2Cc2ccncc2)cc1 (stereo not drawn)	-2	?	1	-3%	-29%	-2%	-4%	1%	-7%
CC1(C)CC(=O)c2c(S(C)(=O)=O)sc(Br)c2C1	2	1.7%	-4	-7%	2%	5%	-2%	-1%	-3%
C#CCOCCOCCOCCNc1nc(N2CCN(C(=O)[C@H](C)n3cc(CCC(=O)O)nn3)CC2)nc(N2CCN(C(=O)[C@H](Cc3ccc(O)cc3)n3cc(CCO)nn3)CC2)n1	-1	.	-9	-4%	-14%	-17%	0%	-1%	-11%
COC(=O)c1ccc(C(C(=O)NCc2ccccc2)N(Cc2cccs2)C(=O)c2cnccn2)cc1 (stereo not drawn)	4	0.5%	5	0%	-11%	0%	3%	-6%	8%
Cc1ccc(F)c(Oc2cc(NN3CCCCC3)c([N+](=O)[O-])cc2[N+](=O)[O-])c1	-3	0.3%	-1	-3%	16%	0%	7%[57.1 µM]	1%	2%
CCOc1ccc(N2CC(NC(=O)c3cccs3)CC2=O)cc1 (stereo not drawn)	-6&1	-1.4%	1	-3%	?	-1%	4%[57.1 µM]	-1%	1%
Nc1nonc1-n1nnc(C(=O)N/N=C/c2ccoc2)c1CSc1ccccc1	1	0.7%	-1	-5%	-13%	2%	-1%	1%	-4%
COc1ccc2cc3cc(C(=O)NCc4cccnc4)oc3nc2c1	-4	7.8%	2	10%	-15%	-10%	237%[activator][57.1 µM]	3%	7%
COc1ccc(CNC(=O)CCNC(=O)C2CCN(S(=O)(=O)c3ccc(OC)cc3)CC2)cc1	0	.	0	-2%	7%	-7%	.	-10%	2%
Cc1nc(-c2ccccc2)cc(-c2ccccc2)n1	-7	.	-17	0%	1%	-20%	-2%[57.1 µM]	0%	17%
C[C@H](CO)N1C[C@H](C)[C@H](CN(C)S(C)(=O)=O)OCc2ccccc2-c2c(n(C)c3ccccc23)C1=O	2	.	1	-3%	-27%	-1%	.	1%	9%
CCCNC(=O)C1(C)CCN(Cc2ccc(Oc3ccccc3)cc2)C1 (stereo not drawn)	-12	.	1	-3%	.	.	.	0%	.

(listing goes on)
structure	LDHA block	RXFP1 ag	PI4K2A block	Glioma ERSR ind	USP1 inh	Vif-APOBEC3F blk	TrxR1 substrate	Vif-APOBEC3G blk	mIDH1 inhibitor
COc1cccc(N2CCN(C(=O)c3cc4c(=O)oc5ccc(C)cc5c4s3)CC2)c1	5	-2.3%	-6	0%	-26%	2%	1%	-1%	-1%
Cc1ccc(S(=O)(=O)Cc2ccc(C(=O)N3CCC(C)CC3)cc2)cc1	-1	-5.2%	-1	-4%	0%	-5%	-4%	2%	1%
CCOC(=O)CSc1nc2c(cnn2-c2ccc(C)cc2)c(=O)[nH]1	-12	1.2%	-4	-2%	-10%	-2%	-5%	3%	0%
O=C(Nc1nnc(SCc2ccccc2Cl)s1)C1COc2ccccc2O1 (stereo not drawn)	-9	-0.1%	7	-3%	-9%	1%	-6%[57.1 µM]	0%	-6%
COC(=O)c1cc(OC)c(OC)cc1NC(=O)c1ccc2c(c1)CCN2S(=O)(=O)c1ccccc1	-4	0.1%	2	0%	-31%	-9%	9%	2%	-3%
Nc1c(N(Cc2ccco2)C(=O)c2cccc(Cl)c2)c(=O)[nH]c(=O)n1Cc1ccccc1	-9	-1.3%	0	-2%	-15%	-1%	1%	0%	-3%
NC(=S)Nc1cccc2[nH]ccc12	3	5.4%	1	-4%	-22%	0%	7%	0%	-2%

High-throughput results from PubChem BioAssay.
